TPT1 inhibitor = Candida albicans TPT1 enzyme inhibitors, primary screen, biochemical, fluorescence polarization; tRNA 2'-phosphotransferase TPT1 (Candida albicans SC5314); recombinant caTPT1, FP RNA substrate dephosphorylation; AID 1962, 2009; 300,000 compounds, 0.81% hits; inhibition, % at 5 µM;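 active = inhibition above the mean of all tested compounds plus 3 SD, set per screening campaign, cut at about 24% in these data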;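 note: plate controls were DMSO alone for no effect and ferristatin control at 100 nM for full effect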
PREPL inhibitor = PREPL enzyme inhibitors, primary screen, biochemical, fluorescence polarization; AID 2751, 2010; inhibition, % at 5.96 µM; Prolyl endopeptidase-like (Homo sapiens), Q4J6C6; recombinant PREPL, fluorescence polarization activity-based probe; 320,000 compounds, 0.68% hits; in the data active = inhibition above about 43%;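 note: 0% = enzyme with DMSO and 100% = wells lacking enzyme; many of its hits are not listed in these tables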
Target sequence (Q4J6C6 whole entry, looked up): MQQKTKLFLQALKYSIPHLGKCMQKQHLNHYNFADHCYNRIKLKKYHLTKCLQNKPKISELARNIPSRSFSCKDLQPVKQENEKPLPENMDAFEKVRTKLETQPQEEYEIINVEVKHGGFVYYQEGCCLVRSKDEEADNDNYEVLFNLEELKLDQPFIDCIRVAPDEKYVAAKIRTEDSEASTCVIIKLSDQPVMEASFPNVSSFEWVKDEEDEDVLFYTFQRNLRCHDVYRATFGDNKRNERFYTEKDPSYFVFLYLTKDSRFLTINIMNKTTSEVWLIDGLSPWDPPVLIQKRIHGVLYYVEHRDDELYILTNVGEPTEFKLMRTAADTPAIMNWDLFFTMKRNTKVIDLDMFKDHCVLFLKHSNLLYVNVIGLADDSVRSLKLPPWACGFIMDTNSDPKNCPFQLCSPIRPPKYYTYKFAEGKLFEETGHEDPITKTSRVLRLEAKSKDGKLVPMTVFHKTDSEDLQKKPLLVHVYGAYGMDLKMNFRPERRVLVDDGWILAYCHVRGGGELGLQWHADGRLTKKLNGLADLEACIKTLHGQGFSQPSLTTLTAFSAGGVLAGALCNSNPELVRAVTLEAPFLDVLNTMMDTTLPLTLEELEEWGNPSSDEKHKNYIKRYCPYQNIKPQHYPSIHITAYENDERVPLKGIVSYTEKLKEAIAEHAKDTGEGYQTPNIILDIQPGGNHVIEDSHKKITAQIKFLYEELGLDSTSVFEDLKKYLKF
ZTA counter = counter-screen for EBNA-1 inhibitors: inhibitors of Epstein-Barr virus ZTA; 320,000 compounds, 0.15% hits; ZTA-DNA binding, fluorescence polarization; inhibition, % at 11 µM; AID 2234; in the data active = inhibition above about 33%
core dimer inh = inhibitors of HCV core protein dimerization, primary screen, biochemical, TR-FRET, high-throughput. TR-FRET GST/Flag-core106 dimerization, 1536-well. inhibition, % at 5 µM. 300,000 compounds, 0.33% hits. AID 1899, 2009;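 active = inhibition above the mean of all tested compounds plus 3 SD, set per screening campaign, cut at about 45% in these data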
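Test system: GST/Flag-tagged HCV core106 proteins; Medium: KF-containing HEPES buffer, pH 7.45, DTT, CHAPS, BSA; Times: compound-protein-antibody incubation 4 h at 22.5 °C; Detection: TR-FRET 671 and 617 nm emission; Benchmarks: wells lacking GST-core106 and wells with excess unlabelled core106.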
PP5 inh = PP5 phosphatase inhibitors, primary screen, biochemical, fluorescence. Serine/threonine-protein phosphatase 5 (Homo sapiens), P53041. purified PP5c, OMFP substrate fluorescence. inhibition, % at 6.7 µM. 320,000 compounds, 0.18% hits. AID 1987, 2009;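 active = inhibition above the campaign's mean inhibition across all tested compounds plus 3 SD, cut at about 9.5% in these data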;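 note: 0% = DMSO only and 100% = 100 µM cantharidin control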
PP1 counter = PP1-alpha phosphatase inhibitors, primary screen, counter-screen for PP5 inhibitor project, biochemical, fluorescence, OMFP substrate, single point | Serine/threonine-protein phosphatase PP1-alpha catalytic subunit (Homo sapiens), P62136 | purified PP1alpha | inhibition, % at 6.7 µM | 320,000 compounds, 0.9% hits | AID 2235, 2010;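 active = inhibition above the mean inhibition of all tested compounds plus 3 SD, computed separately for each screening campaign, cut at about 15% in these data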
Target sequence (P62136 whole entry, looked up): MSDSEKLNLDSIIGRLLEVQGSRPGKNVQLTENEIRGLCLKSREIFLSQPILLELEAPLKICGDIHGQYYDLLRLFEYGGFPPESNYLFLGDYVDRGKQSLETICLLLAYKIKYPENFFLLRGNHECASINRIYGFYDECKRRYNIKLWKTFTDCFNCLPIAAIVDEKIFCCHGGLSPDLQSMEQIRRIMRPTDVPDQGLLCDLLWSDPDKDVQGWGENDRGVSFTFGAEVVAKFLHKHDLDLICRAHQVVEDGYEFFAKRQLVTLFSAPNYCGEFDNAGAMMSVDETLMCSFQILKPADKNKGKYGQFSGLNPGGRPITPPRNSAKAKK
EBNA-1 inhibitor = EBNA-1 DNA-binding inhibitors, primary screen, biochemical, fluorescence polarization. 300,000 compounds, 0.34% hits. AID 1950, 2009. inhibition, % at 14.8 µM; in the data active = inhibition above about 28%
Efflux pump mplx = inhibitors of Candida efflux pumps in yeast, primary screen, S. cerevisiae, Nile Red, multiplex; S. cerevisiae Candida pump triplex; inhibition, % at 10 µM; 330,000 compounds, 0.44% hits;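 active = plate passing quality check with inhibition over a set limit, or well fluorescence over plate mean plus 4 SD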;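 note: Nile Red retained in pooled yeast measured as flow cytometry median fluorescence; 0% = buffer negative control and 100% = Enniatin B positive control; higher means more Nile Red kept so more efflux inhibition; some compounds called inactive have numbers as strong as hits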
Fh CTSL1 inh = Fasciola hepatica cathepsin L1 inhibitors, primary screen, counter-screen for PFM18AAP inhibitor project, biochemical, QFRET, fluorogenic peptide substrate. recombinant F. hepatica cathepsin L1, Z-Leu-Arg-MCA fluorescence. AID 1906, 2009. inhibition, % at 5.96 µM. 300,000 compounds, 0.49% hits;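 active = inhibition above the mean of all tested compounds plus 3 SD, set per screening campaign, cut at about 17% in these data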;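 note: 0% = plate median of test compound wells and 100% = 1 µM Z-Phe-Ala-diazomethylketone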
An asterisk follows results filed as active; x = no result given. This is a subset; the hit share may differ from the screen's.

canonical_smiles,TPT1 inhibitor,PREPL inhibitor,ZTA counter,core dimer inh,PP5 inh,PP1 counter,EBNA-1 inhibitor,Efflux pump mplx,Fh CTSL1 inh
CC(=O)OC(COC1C[C@@H]2CC[C@@]1(C)C2(C)C)C[N+]1(C)CCCCC1 (some centres undefined),-8,2,-1,3,0.3,-5,1,0.1,-3
CCS(=O)(=O)c1ccc(O)c(NC(=O)CCCC(=O)O)c1,-3,6,-10,-4,1.5,2,-2,0.0,-5
CCCCNCc1cc(OCC)c(OCC(N)=O)cc1Br,0,3,9,-2,-0.9,-4,2,0.0,0
CCOC(=O)c1ccc(NC(=O)c2cccc(S(=O)(=O)N3c4ccccc4CC3C)c2)s1 (centres undefined),2,-12,-13,14,4.9,2,40*,-0.5,-2
COc1cc(/C=N/NC(=O)c2cccc(S(=O)(=O)N3CCCCC3)c2)cc(Br)c1O,1,6,9,9,-0.6,-5,8,-0.3,1
O=C(NCc1cccs1)C1CCC(=O)N(Cc2cccc(C(F)(F)F)c2)C1 (centres undefined),5,3,-10,-4,0.8,-1,5,0.1,-4
COc1cc(CN2CCN(c3ccccc3F)CC2)cc(OC)c1O,-1,-63,-6,1,4.6,7,-2,0.1,-1
CNC(=S)N1CCN(C(c2ccccc2)c2ccccc2)CC1,0,5,7,2,2.6,0,7,0.0,6
Cc1ccc(CNC(=O)c2ccccc2NS(C)(=O)=O)cc1,-4,0,-3,6,2.4,1,5,0.0,-2
CCOC(=O)C[C@H]1c2ccccc2S(=O)(=O)N1c1cccc(OC)c1,-3,4,-28,-15,2.6,1,2,-0.1,-6
O=S(=O)(Nc1ccccc1Cl)c1ccc(-c2ccccn2)s1,1,21,-5,0,0.7,-8,2,0.0,0
Cc1noc(C)c1/C=N/Nc1ccc2ccccc2n1,0,6,4,-4,2.6,-1,-7,0.1,2
CSc1ccccc1C(=O)N1CCN(c2ncccn2)CC1,-4,9,-8,-2,-1.6,5,-10,-0.1,2
O=C(C1CCN(c2ncnc3c2sc2cccc(F)c23)CC1)N1CCCC1,-1,1,-5,5,2.4,-2,-2,-0.1,3
O=C1COc2ccc(C(=O)COC(=O)c3ccc4ccccc4n3)cc2N1,3,8,12,-1,0.7,-1,5,0.1,0
O=C(NN1CCOCC1)c1cnn2c(C(F)F)cc(-c3ccccc3)nc12,0,1,-3,3,-1.1,0,2,0.0,-1
CCN(CCCNC(=O)C1CCN(S(=O)(=O)c2cnc[nH]2)CC1)c1ccccc1,-5,-3,-1,-8,2.1,-1,-3,0.1,-3
C/C(=C1/C(=O)N(c2ccc([N+](=O)[O-])cc2)N=C1c1ccccc1)N(C)C,-1,1,-1,5,3.4,9,-2,-0.2,7
COc1cc([C@@H]2CC=C(C(=O)O)[C@H](c3ccc(Cl)cc3)N2S(=O)(=O)c2ccc(C)cc2)cc(OC)c1OC,-5,-1,3,8,-1.6,-2,6,0.0,5
Nc1cc(=O)[nH]c(SCC(=O)Nc2ccc(S(=O)(=O)N3CCCCC3)cc2)n1,-1,-11,-7,2,2.4,-5,-14,-0.1,-2
O=C(NCc1ccccc1)N1CCN(c2ccccc2)CC1,1,3,-21,-11,1.3,1,-11,0.1,-1
COc1ccc(-c2[nH]ncc2CN2CCN(Cc3cccs3)CC2)c(F)c1,1,9,9,1,1.1,-3,-3,0.0,3
O=C(Nc1ncc(Cc2cccc(Cl)c2Cl)s1)c1ccc([N+](=O)[O-])cc1,0,26,-3,11,2.1,-3,-6,-0.1,1
Cc1cccc(-n2cc[nH]c2=S)c1,-2,6,2,-7,0.4,-4,8,0.0,1
O=C(Nc1ccccc1C(=O)N1CCOCC1)c1noc2c1CCCC2,1,4,13,4,-3.0,-4,7,0.1,4
CC1(OC(=O)C2CCCC2)C(=O)C=C2C=C(c3ccsc3)N(CCc3c[nH]c4ccccc34)C=C2C1=O (centres undefined),3,25,3,27,2.3,17*,10,0.0,3
COc1ccc(Cl)cc1NC(=O)CN(C)Cc1ccc(OC)c(OC)c1,3,6,-2,-1,1.7,0,-8,0.0,0
Cc1n[nH]c(=O)c2c(NC(=O)COC(=O)COc3cccc(Br)c3)oc(C)c12,-2,13,0,-4,-0.4,2,5,0.0,-13
Cc1ccc(C2(c3ccc(C)cc3)NC(=O)N(CC(N)=O)C2=O)cc1,0,-9,-3,-5,1.3,1,-10,0.2,-3
NCCCCCNC(=O)/C=N\O,-4,3,6,1,1.7,1,-5,-0.1,2
NS(=O)(=O)c1ccc(NC(=S)NNC(=O)CCC(=O)Nc2ccccc2Cl)cc1,1,-4,2,-2,-0.3,0,1,0.1,-2
CCOC(=O)Cc1cnc(NC(=O)CSc2nc(N)cc(N)n2)s1,2,-13,9,-2,-1.2,6,3,-0.1,-7
CCN(c1cccc(C(F)(F)F)c1)S(=O)(=O)c1ccc2c(c1)CCN2C(=O)C1CC1,-3,-4,-17,-5,2.5,2,-2,0.0,3
COc1ccc(C(C#N)N2CCOCC2)cc1 (centres undefined),8,-8,4,-1,2.7,-6,-19,0.1,-3
CCOC(=O)c1nnn(-c2nonc2N)c1-c1ccc(OC)cc1,0,2,-3,-2,3.7,1,-8,-0.1,-3
COc1cc(Cl)ccc1OCc1cc(C(=O)N(C)CCc2c(C)n[nH]c2C)no1,2,11,-23,-8,1.6,2,2,-0.1,-3
N#Cc1ccc(N2C(=O)[C@@H]3C(C(=O)c4ccc5ccccc5n4)=NN[C@@H]3C2=O)cc1,12,-15,-8,13,3.1,4,5,0.0,2
Cc1ccc(OCC(=O)NCCO)c(Br)c1,0,-4,5,0,0.5,4,-3,0.0,-3
CC1(C)C2CCC1(CS(=O)(=O)N1CCC(C(=O)O)CC1)C(=O)C2 (centres undefined),1,-1,13,-2,0.2,2,8,0.0,-1
O=C(NC(=S)NNC(=O)c1cccs1)c1ccccc1,0,14,-6,-6,1.5,1,-7,0.0,1
C=CCn1c(SCC(=O)Nc2ccc(OC)cc2)nc2c([nH]c3ccccc32)c1=O,-3,11,7,16,3.8,11,9,0.5,2
CCOc1ccc(OCC)c(NC(=O)C2CCCN(C(=O)c3ccc(Cl)cc3)C2)c1 (centres undefined),x,9,17,x,1.1,1,x,-0.2,x
COCC(=O)Nc1cc(C(=O)NCC(C)C)ccc1Cl,-2,-3,-15,-9,1.6,3,-8,-0.1,1
CCCC(=O)Nc1nnc(/C=C/c2ccccc2)s1,1,17,-16,-3,1.8,-1,7,-0.1,-1
Cc1ccc(CSc2ncnc3ccccc23)cc1,3,10,3,8,3.3,0,-4,1.3,0
COc1ccc(C2(O)CN(c3ccc(C)cc3)C3=[N+]2CCCC3)cc1 (centres undefined),1,0,-3,-3,0.8,-3,-3,-0.1,-3
O=C(c1ccccc1)C1CCN(C(=O)C2CCC(=O)N(Cc3ccccc3F)C2)CC1 (centres undefined),-3,7,-9,0,1.3,-2,3,-0.1,-1
CC(C)[C@]1(c2ccccc2)ON(c2ccccc2C(F)(F)F)C1=O,x,1,-6,x,1.3,-2,x,0.0,x

Looked up by compound from the entries so far, 7 records:
canonical_smiles,TPT1 inhibitor,PREPL inhibitor,ZTA counter,core dimer inh,PP5 inh,PP1 counter,EBNA-1 inhibitor,Efflux pump mplx,Fh CTSL1 inh
Cc1cccc(-n2cc[nH]c2=S)c1,-2,6,2,-7,0.4,-4,8,0.0,1
CCCC(=O)Nc1nnc(/C=C/c2ccccc2)s1,1,17,-16,-3,1.8,-1,7,-0.1,-1
CC1(OC(=O)C2CCCC2)C(=O)C=C2C=C(c3ccsc3)N(CCc3c[nH]c4ccccc34)C=C2C1=O (centres undefined),3,25,3,27,2.3,17*,10,0.0,3
N#Cc1ccc(N2C(=O)[C@@H]3C(C(=O)c4ccc5ccccc5n4)=NN[C@@H]3C2=O)cc1,12,-15,-8,13,3.1,4,5,0.0,2
COc1cc(CN2CCN(c3ccccc3F)CC2)cc(OC)c1O,-1,-63,-6,1,4.6,7,-2,0.1,-1
Cc1ccc(CNC(=O)c2ccccc2NS(C)(=O)=O)cc1,-4,0,-3,6,2.4,1,5,0.0,-2
CCCCNCc1cc(OCC)c(OCC(N)=O)cc1Br,0,3,9,-2,-0.9,-4,2,0.0,0

Going on with the list:
canonical_smiles,TPT1 inhibitor,PREPL inhibitor,ZTA counter,core dimer inh,PP5 inh,PP1 counter,EBNA-1 inhibitor,Efflux pump mplx,Fh CTSL1 inh
O=c1c2ccccc2oc2cc(NCCCn3ccnc3)ccc12,1,10,2,-3,-1.1,0,7,-0.1,-2
CCN(CC)CCNC(=O)C(=O)NCC1OCCN1C(=O)c1ccc2c(c1)OCO2 (centres undefined),-6,-14,-7,3,0.2,-2,-9,0.2,-3
O=C(c1ccc2c(c1)CCN2S(=O)(=O)c1ccccc1)N1CCN(c2ccccc2F)CC1,2,1,2,4,-1.2,-3,2,0.1,-2
CCCc1cc(=O)oc2cc(OCc3ccc(C(=O)O)o3)ccc12,0,9,3,-1,-0.2,-2,-3,0.1,3
COc1cc(O)c(C(CC(=O)N2CCOCC2)c2ccc(N(C)C)cc2)c(OC)c1 (centres undefined),0,0,-3,-10,-0.2,-2,3,x,-3
Cc1ccccc1NC(=O)c1ccc(CN(c2ccccc2)S(=O)(=O)c2ccccc2)cc1,-5,-6,-6,7,3.7,4,3,0.0,8
O=C(Cn1c(=O)n(CC2CCCO2)c(=O)c2ccccc21)c1ccccc1 (centres undefined),-3,14,0,8,3.4,-4,-12,0.0,-4
CC(=O)Nc1ccc(NC(=O)C2CCCCC2C(=O)O)cc1 (centres undefined),0,5,6,6,-1.6,-1,-2,0.0,0
Cc1ccc(S(=O)(=O)c2nnn3c2nc(N2CCOCC2)c2ccccc23)c(C)c1,-3,4,11,13,3.3,1,7,-0.1,4
CCCOc1ccc2c3c(c(=O)oc2c1OCCC)CCCC3,-1,8,-4,8,-0.6,5,-4,0.0,3
O=C1Nc2ccc(F)cc2C12Nc1ccccc1-c1nnc(SCc3ccccc3F)nc1O2 (centres undefined),1,-2,-5,7,1.8,2,-12,0.0,-1
COc1ccc(CC2(CO)CCN(CC3=Cc4cc(Cl)ccc4OC3)CC2)cc1,1,-2,-6,-7,6.6,2,-21,0.2,-1

Laid out differently: 2 of the compounds above.
COc1ccc(CC2(CO)CCN(CC3=Cc4cc(Cl)ccc4OC3)CC2)cc1
  TPT1 inhibitor: 1
  PREPL inhibitor: -2
  ZTA counter: -6
  core dimer inh: -7
  PP5 inh: 6.6
  PP1 counter: 2
  EBNA-1 inhibitor: -21
  Efflux pump mplx: 0.2
  Fh CTSL1 inh: -1
O=C1Nc2ccc(F)cc2C12Nc1ccccc1-c1nnc(SCc3ccccc3F)nc1O2 (centres undefined)
  TPT1 inhibitor: 1
  PREPL inhibitor: -2
  ZTA counter: -5
  core dimer inh: 7
  PP5 inh: 1.8
  PP1 counter: 2
  EBNA-1 inhibitor: -12
  Efflux pump mplx: 0.0
  Fh CTSL1 inh: -1
